BAZ2B block – inhibitors of human BAZ2B bromodomain; AlphaScreen BAZ2B-H3K14Ac peptide displacement; Potency, µM (top dose mostly 114 µM), for the others: top-dose activity change, negative = inhibition, most hits filed as inhibitors; Q9UIF8; 4.4% of 360,000 active; further: potency means the concentration at half of the fitted maximal effect; on the % scale 0 is the no-effect control and ±100 the full control effect; nearly all actives have a fitted effect of over 60% in size
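AlphaScreen displacement of biotin-H3(5-23)K14Ac peptide (50 nM final) from BAZ2B (50 nM final) in PBS pH 7.4, 0.01% Tween-20; complex preformed 30 min RT, then compounds (top 110 uM) 30 min RT, beads 20 min dark.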
JMJD2A Tudor – blocks the human JMJD2A Tudor domain; O75164; AlphaScreen JMJD2A-Tudor / H3K4me3 peptide binding; Potency, µM (titrated, usually from 114 µM), without a hit: at the top dose activity change, negative = inhibition, usual class: inhibitors; 4.4% of 390,000 active; AID 504339; further: potency means the concentration at half of the fitted maximal effect; on the % scale 0 is the no-effect control and ±100 the full control effect; nearly all actives have a fitted effect of over 50% in size
Pin1 inh – inhibitors of human Pin1 | Potency, µM (doses to about 115 µM), for the others: at the top dose activity, negative = inhibition, most hits filed as inhibitors | 0.009% of 390,000 active | Q13526 | Pin1 FP peptide displacement, HiFluor488, 10 min | AID 504891; active means well fitted inhibition curve with a large enough effect in the polarisation, with a control signal flat, not every such curve was filed as active; inconclusive means small, poorly fitted or top-dose-only effect, or effect the other way, or a change in a side signal; inactive means no such curve, though single readings can be large or run the other way; the % refers to the polarisation; further: potency means the concentration at half of the fitted maximal effect; on the % scale 0 is the no-effect control and ±100 the full control effect
Target sequence (Q13526 whole entry, looked up): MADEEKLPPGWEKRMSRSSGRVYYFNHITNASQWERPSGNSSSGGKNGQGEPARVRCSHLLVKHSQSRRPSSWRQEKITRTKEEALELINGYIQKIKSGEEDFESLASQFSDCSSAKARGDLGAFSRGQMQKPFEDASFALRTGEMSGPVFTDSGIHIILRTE
PGK inhibitor – T. brucei PGK inhibition | P07378 | PGK/GAPDH coupled, Kinase-Glo luminescence, 60 min | Potency, µM (top dose mostly 57.5 µM), for the others: at the highest dose activity change, negative = inhibition, usual class: inhibitors | 0.043% of 380,000 active | AID 602233; further: potency means the concentration at half of the fitted maximal effect; on the % scale 0 is the no-effect control and ±100 the full control effect; nearly all actives have a fitted effect of over 60% in size
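Luminescent ATP detection (Kinase-Glo Plus) follows a 60-minute room-temperature incubation, with wells lacking PGK as controls. Buffer: 100 mM TEA (pH 7.6), 5 mM MgCl2, 0.01% Tween-20. Coupling enzyme GAPDH (100 nM final) supplies unstable 1,3-BPG in-well.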
ERG Ets-DNA blk – ERG Ets/DNA interaction inhibition. 0.028% of 370,000 active. fluorescence polarization, His-ERG Ets domain / labelled DNA. Potency, µM (series often up to 76.9 µM), for the others: top-dose FP activity, negative = inhibition, usual class: inhibitors. P11308; active means well fitted inhibition curve with a large enough effect in the polarisation, with a control signal flat; inconclusive means small, poorly fitted or top-dose-only effect, or effect the other way, or a change in a side signal; inactive means no such curve, though single readings can be large or run the other way; the % refers to the polarisation;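 further: polarization taken with two DNA probes labelled with fluorescein and Texas red; potency means the concentration at half of the fitted maximal effect; % of control where 0% means no effect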
Target sequence (P11308 whole entry, looked up, the tested form may be a part): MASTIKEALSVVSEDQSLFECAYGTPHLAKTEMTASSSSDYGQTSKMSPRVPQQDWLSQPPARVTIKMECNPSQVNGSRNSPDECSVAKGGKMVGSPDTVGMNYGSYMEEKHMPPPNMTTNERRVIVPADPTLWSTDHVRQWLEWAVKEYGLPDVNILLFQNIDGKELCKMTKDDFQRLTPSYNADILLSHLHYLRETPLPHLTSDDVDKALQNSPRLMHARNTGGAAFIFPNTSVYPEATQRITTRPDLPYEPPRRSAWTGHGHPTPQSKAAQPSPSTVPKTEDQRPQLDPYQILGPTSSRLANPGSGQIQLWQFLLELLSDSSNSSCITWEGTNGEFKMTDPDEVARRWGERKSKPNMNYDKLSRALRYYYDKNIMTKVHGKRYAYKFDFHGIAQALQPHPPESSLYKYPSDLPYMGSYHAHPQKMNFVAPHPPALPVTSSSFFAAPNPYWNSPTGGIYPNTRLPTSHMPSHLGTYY
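His-tagged ERG Ets domain (1 uM in the protein solution; 300mM KCl, 50mM Tris-HCl, 1mM EDTA, 1mM DTT, pH 7.5) received compound, then a probe mix of 5 nM fluorescein-DNA and 100nM Texas-615-DNA. Fluorescence polarization was read for both dyes.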
HP1b binding inh – HP1-beta chromodomain-methylated histone interaction inhibition; P83916; AlphaScreen HP1-beta / biotin-H3K9me3 peptide binding; Potency, µM (series often up to 114 µM), for inactives: at the top dose activity change, negative = inhibition, hits mostly inhibitors; 0.56% of 390,000 active; AID 540317; further: potency means the concentration at half of the fitted maximal effect; nearly all actives have a fitted effect of over 70% in size; inactives centre near 23
Target sequence (P83916 whole entry, looked up): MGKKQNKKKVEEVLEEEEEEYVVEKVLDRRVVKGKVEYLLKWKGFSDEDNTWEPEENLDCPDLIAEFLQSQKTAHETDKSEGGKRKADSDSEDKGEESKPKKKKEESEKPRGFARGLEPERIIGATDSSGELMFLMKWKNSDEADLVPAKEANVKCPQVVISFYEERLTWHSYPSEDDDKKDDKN
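AlphaScreen: HP1-beta (50 nM) preformed 30 min with biotin-H3(1-18)K9me3 peptide (50 nM) in PBS pH 7.4, 0.01% Tween-20. Compound added for 30 min at RT, then streptavidin donor/nickel chelate acceptor beads (10 ug/mL) for 30 min.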
GLS inh – inhibitors of human glutaminase (GLS); Potency, µM (doses to about 45.5 µM), for inactives: at the highest dose activity change, negative = inhibition, usual class: inhibitors; AID 624170; 0.21% of 410,000 active; O94925; GLS enzymatic activity, qHTS titration; further: potency means the concentration at half of the fitted maximal effect; on the % scale 0 is the no-effect control and ±100 the full control effect
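Human kidney-isoform GLS in 45 mM KH2PO4 pH 8.2, 0.02% Tween-20, with compound, started with 1mM L-Glutamine (added stock). Glutamate oxidase/HRP/Amplex red coupled fluorescence read at start and after 30 min at RT.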
PI4K2A block – blocks human PI4K2A kinase activity | Q9BTU6 | purified PI4K2A, ADP-Glo luminescence, 1 h; active compounds read low | activity change, negative = inhibition, % at 76.9 µM | 0.13% of 420,000 active | AID 1346378; in the data active means activity change below about -50%; inconclusive means mostly about -30% to -49%;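 further: -100% = wells without enzyme as full effect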
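PI4K2A activity was measured by ADP-Glo luminescence: enzyme (4 ug/mL stock) and phosphatidylinositol (1.2 mM stock) in Tris pH 7.5/MgCl2/EGTA/Triton X-100 buffer were reacted with ATP (300 microM stock) for one hour at ambient temperature.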
G9a inh – blocks human histone lysine methyltransferase G9a. G9a H3K9 monomethylation, AlphaScreen, 2 h. Potency, µM (series often up to 102 µM), for the others: top-dose activity, negative = inhibition, most hits filed as inhibitors. 8.8% of 350,000 active; further: potency means the concentration at half of the fitted maximal effect; on the % scale 0 is the no-effect control and ±100 the full control effect; nearly all actives have a fitted effect of over 75% in size
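AlphaScreen detection with an anti-monomethyl H3K9 antibody quantified product after a 2 h room-temperature reaction containing 500 nM biotinylated H3K9 peptide, 20 µM SAM and 20 nM enzyme, which had been preincubated 15 min with compound.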
Active calls of the source: *; i = inactive; ? = inconclusive; nt = no result given; [ ] = remark or other dose. Unless noted, the call rests on the fitted dose curve; in most records, active means well fitted curve in the direction sought with a large enough effect; inconclusive means small, poorly fitted or top-dose-only effect, or another doubt; inactive means no such curve, though single readings can be large; an effect the other way counts as inactive or inconclusive. Hits appear at their usual frequency. About 11% of those tested had a hit in this group.

SMILES | BAZ2B block | JMJD2A Tudor | Pin1 inh | PGK inhibitor | ERG Ets-DNA blk | HP1b binding inh | GLS inh | PI4K2A block | G9a inh
Cc1ccc(NC(=O)CNC2CCCCC2)cc1Cl | -22.9% | 4.7% | -6.0% | 1.9% | -1.1% | 20.6% | -1.0% | 0.9 | 15.3%
CCCCCc1cc(=O)oc2c(C(CCN3CCCC(C)C3)c3ccc4c(c3)OCO4)c(OC)cc(OC)c12 (stereo unspecified) | 31.6µM* | ? | 2.1% | -2.9% | -2.5% | -7.1% | -0.6% | -0.1 | ?
Nc1nc(SCC(=O)Nc2ccc(Cl)c(S(=O)(=O)N3CCOCC3)c2)n[nH]1 | 1.3% | -7.1% | 0.6% | 0.4% | -3.3% | 30.5% | 13.7% | 1.9 | nt
COc1ccc(C(=O)OCCN2C(=O)c3ccccc3C2=O)cc1 | 4.6% | 19.9% | -18.4% | i | -14.8% | 50.5%[activator] | 2.5% | 13.6 | 21.2%
CC(=O)c1cccc(NS(=O)(=O)c2ccc(-c3cc(C)no3)s2)c1 | -39.0% | -12.7% | 1.5% | -4.5% | -12.1% | 40.3%[activator] | 0.6% | 0.3 | -11.7%
Cc1cccc(C)c1NCc1n[nH]c(=S)n1-c1ccccc1 | -25.1% | 39.8µM* | -4.4% | 3.9% | 2.9% | 23.4% | 4.3% | -29.5 | 11.2µM*
COc1ccc(C=C2C=C(C(C)(C)C)C(=O)C(C(C)(C)C)=C2)cc1OC | 25.1µM* | 31.6µM* | -9.2% | -4.8% | -1.5% | ? | 21.6% | -2.4 | nt
Cc1ccc(/C(=N/Nc2ncnc3ccccc23)C(=O)O)cc1 | ? | ? | -9.8% | i | 1.5% | 3.6% | 0.1% | -2.1 | ?
COc1ccc(C(C(=O)NCC2CCCO2)N(C(=O)CNC(=O)c2ccco2)c2ccccc2)cc1OC (stereo unspecified) | -0.3% | -16.2% | -6.2% | -6.4% | 12.1% | 23.3% | -2.4% | -23.1 | -9.8%
COc1cccc(C(=O)NC2CC3CCCC(C2)N3S(=O)(=O)c2ccccc2)c1 (stereo unspecified) | -19.3% | -12.7% | -4.6% | -1.7% | 3.2% | -11.4% | 1.7% | 1.8 | -6.3%

Arranged by value in Pin1 inh (highest first): some entries from above.
SMILES | BAZ2B block | JMJD2A Tudor | Pin1 inh | PGK inhibitor | ERG Ets-DNA blk | HP1b binding inh | GLS inh | PI4K2A block | G9a inh
CCCCCc1cc(=O)oc2c(C(CCN3CCCC(C)C3)c3ccc4c(c3)OCO4)c(OC)cc(OC)c12 (stereo unspecified) | 31.6µM* | ? | 2.1% | -2.9% | -2.5% | -7.1% | -0.6% | -0.1 | ?
COc1cccc(C(=O)NC2CC3CCCC(C2)N3S(=O)(=O)c2ccccc2)c1 (stereo unspecified) | -19.3% | -12.7% | -4.6% | -1.7% | 3.2% | -11.4% | 1.7% | 1.8 | -6.3%
Cc1ccc(NC(=O)CNC2CCCCC2)cc1Cl | -22.9% | 4.7% | -6.0% | 1.9% | -1.1% | 20.6% | -1.0% | 0.9 | 15.3%

Later entries.
SMILES | BAZ2B block | JMJD2A Tudor | Pin1 inh | PGK inhibitor | ERG Ets-DNA blk | HP1b binding inh | GLS inh | PI4K2A block | G9a inh
COc1cccc(NC(=O)CSc2cc(C)c3ccccc3n2)c1 | 10.6% | 9.0% | 28.7% | nt | 1.7% | 37.9% | -0.7% | -9.8 | 1.3%[59 µM]
Cc1cc(C)c2c(CC(=O)Nc3ccc(S(=O)(=O)N4CCCCC4)cc3)coc2c1 | ? | ? | 12.4% | -9.4% | -0.1% | 8.5% | -0.1% | -0.5 | -31.9%[59 µM]
O=C(Oc1ccccc1N1CCOCC1)c1ccccc1 | 1.0% | 13.5% | 1.2% | i | -26.7% | 34.2% | -12.3% | -0.2 | -10.3%[59 µM]
CNC[C@@H](Cc1ccccc1)NC[C@@H](CC1CCCCC1)NCCCc1ccccc1 | -29.4% | ? | 0.5% | -6.5% | -0.7% | 28.7% | 16.5% | -2.8 | ?
Cn1cccc1/C=N/NC(=O)c1ccc[n+]([O-])c1 | -22.6% | -18.5% | -1.7% | i | 0.8% | 50.3%[activator] | 16.2% | -4.0 | -4.7%
O=[N+]([O-])c1ccccc1-c1cc(-c2ccccc2O)n[nH]1 | ? | -32.3%[57.1 µM] | 2.7% | -2.8% | 0.6% | -3.6% | 14.9% | 3.7 | -2.4%[59 µM]
CCCNC(=O)c1cc(S(=O)(=O)N2CCCCC2)c[nH]1 | 0.5% | -13.1% | -1.3% | 4.5% | 8.6% | 14.8% | -2.1% | -3.1 | 16.3%
COc1ccccc1NC(=O)c1ccc2oc(=O)c(S(=O)(=O)c3ccccc3)cc2c1 | -24.1% | -5.1% | -3.2% | 0.1% | -3.2% | 27.4% | -3.7% | 0.6 | 4.6%[59 µM]
COc1cc(CN2CCC(N3CCC(C(=O)N4CCCC4)CC3)CC2)cc2c1OCO2 | 1.5% | -13.8% | -5.2% | -4.3% | -1.2% | 31.5% | -0.3% | 1.1 | nt
CCc1ccc(NC(=O)CSc2nc3c([nH]c4ccccc43)c(=O)n2-c2cccc(OC)c2)cc1 | -13.9% | -27.7% | 7.6% | 5.7% | -2.8% | 5.6%[57 µM] | 0.0% | 0.7 | -2.1%[59 µM]
CN1CCN(C(=O)CCc2nc3ccccc3c(=O)[nH]2)CC1 | -3.3% | -3.3% | -0.6% | -11.9% | -6.9% | 26.8% | 0.6% | 8.4 | 7.4%[59 µM]
CCCCCNCC(=O)Nc1cccc(C(=O)Nc2cccc(C(F)(F)F)c2)c1 | ? | 5.01µM* | 4.6% | -5.0% | 7.7% | ? | -2.8% | 4.4 | nt
CC(C)OCCCn1c(-c2ccc(Br)cc2)c[nH]c1=S | ? | ? | 2.8% | 0.6% | 6.7% | -29.4% | 103.8%[activator] | -1.5 | 3.55µM*
COc1cc(OC)cc(C(=O)N[C@H](C(=O)OCC(=O)NC(=O)NC(C)(C)C)C(C)C)c1 | -4.6% | -3.8% | -2.8% | -1.5% | -3.6% | 33.5% | -16.9% | 3.6 | 1.7%
O=C(CSc1nc2ccccc2nc1N1CCCCC1)Nc1ccc(F)cc1 | 24.6% | 12.9% | 12.4% | i | 1.3% | 85.8%[activator] | -0.8% | 0.8 | nt
COc1ccc(CCN(C)C(=O)C2CCN(C(=O)Nc3ccccc3)CC2)cc1OC | 30.2%[activator] | -6.1% | 0.3% | -0.6% | 2.7% | 3.6% | 4.0% | 0.7 | 19.9%[12.7 µM]
O=C(NNc1c(Cl)cccc1Cl)c1ccno1 | -1.7% | -12.8% | -4.4% | i | 10.3% | 41.4%[activator] | 20.5% | 1.7 | -15.6%[59 µM]
OC[C@@H]1[C@@H](c2ccc(Cl)cc2)C(c2ccc(F)cc2)=NN1c1ccccc1 | nt | 91.4%[activator] | ? | 5.5% | 10.6% | 236.1%[activator] | -1.0% | 0.3 | 155.6%[activator]
COC(C[C@@H]1O[C@@H]1C(=O)[C@H](C)OCc1ccccc1)OC | nt | -15.8% | 0.2% | -2.8% | 2.2% | 38.1% | 4.5% | 3.2 | nt
CSCCC(NC(=O)c1ccccc1Br)C(=O)N1CCN(C/C=C/c2ccccc2)CC1 (stereo unspecified) | nt | ? | -0.2% | -9.8% | -4.2% | 4.2% | -3.8% | 0.1 | nt
O=C(CN1CCNCC1)NCCSc1ccc(Cl)cc1 | -15.0% | -9.8% | 5.6% | 4.8% | 11.4% | 29.7% | 5.4% | -0.6 | ?
CCc1ccc(NC(=O)C(=O)NCCc2sc3nc(-c4ccc(OC)cc4)nn3c2C)cc1 | -0.4% | -5.2% | -2.3% | i | 2.3% | 33.0% | -2.7% | -3.6 | 2.9%[59 µM]
Cc1cc(C)c2sc(N(CCN(C)C)C(=O)c3cc(Cl)sc3Cl)nc2c1 | nt | ? | -4.6% | i | -4.0% | 4.7% | -5.6% | -1.5 | 44.7µM*
C/C=C/C1=CC(=O)C[C@H](c2ccc3c(c2)OCO3)C1 | -10.5% | -26.1% | -7.3% | -0.3% | -15.5% | 16.2% | 0.2% | 4.2 | 8.6%[0.501 µM]
COc1ccc(COC(=O)CCS(=O)(=O)c2ccc(C)cc2)cc1 | 19.8% | -7.1% | -9.0% | -9.3% | -5.6% | 0.1% | -0.2% | -8.3 | 44.4%[59 µM]
c1ccc(Nc2nc(N3CCOCC3)nc(N3CCOCC3)n2)cc1 | 10.9% | -13.4% | 4.3% | -1.1% | 7.5% | 10.5% | -0.8% | 2.2 | ?
O=C(Nc1nc2ccccc2[nH]1)c1ccc(S(=O)(=O)N2CCOCC2)cc1 | -21.3% | -14.1% | -0.4% | 2.1% | 1.5% | 10.4%[57 µM] | -3.8% | 5.6 | 45.6%[activator]
Cc1cccc(C(=O)NC(=S)Nc2c(C)n(C)n(-c3ccccc3)c2=O)c1 | nt | -19.7% | -1.4% | 3.6% | 10.4% | 59.7%[activator] | 49.4%[activator] | 1.6 | nt
Cc1cccc(-n2cnc3cc(C(=O)NCc4ccccc4Cl)ccc32)c1 | ? | -26.9% | 6.0% | 9.1% | -7.1% | 15.8% | 0.2% | -3.3 | -25.1%[59 µM]
COc1cc(C)nc(Oc2ccc(=O)n(C)n2)n1 | 0.8% | -7.4% | 1.3% | i | 1.9% | 20.3% | 13.4% | 2.2 | 2.6%[59 µM]

Screening results (PubChem BioAssay)
